# Epigenetic reg = regulators of epigenetic silencing causing reporter derepression in mouse cells; murine LDR cells, GFP reporter derepression, 30 h; actives 0.2% (n = 280,000); Potency, µM (series often up to 53.9 µM), without a hit: at the top dose GFP activation, actives largely listed as activators; further: % of control where 0% means no effect; nearly all actives have a fitted effect of over 60% in size
#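 Murine LDR cells bearing a silenced CMV-driven GFP reporter were exposed to compound for 30 h at 37 C. After PBS washes, GFP-positive cells (20-120 um objects) counted by laser-scanning microplate cytometry.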
# GAA glycogen mod = alters human alpha-glucosidase cleavage of glycogen. P10253. recombinant GAA, glycogen substrate, Amplex Red glucose oxidase fluorescence. Potency, µM (series often up to 76.4 µM), inactives show at the highest dose activity change, negative = inhibition, actives largely listed as inhibitors. actives 0.38% (n = 300,000);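 further: 0% = full enzyme reaction and -100% = no-enzyme basal signal; the screen sought inhibitors and activators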
#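 Recombinant enzyme (4 nM final) with compounds titrated up to 77 uM and bovine liver glycogen (30 ug) in citrate pH 5.0, 0.01% Tween-20, 37 C 40 min. Released glucose detected by Amplex Red/glucose oxidase (Ex 573/Em 610); AC50 from Hill fits.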
# Tau fluor cs = counter-screen for tau fibril formation inhibitors. tau K18 P301L Alexa594 fluorescence, heparin fibrillization. AID 1463. Potency, µM (titrated, usually from 57.7 µM), for the others: at the top dose activity change, negative = decrease. actives 0.93% (n = 280,000); further: on the % scale 0 is the no-effect control and ±100 the full control effect; nearly all actives have a fitted effect of over 55% in size
#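 Human tau K18 P301L (15 uM unlabeled, 0.24 uM Alexa 594-labeled) in 100 mM sodium acetate pH 7 with 20 uM heparin, 6 hr at 37 C. ThT 30 uM added, 1 hr ambient; Alexa 594 FP and total fluorescence read at 555/632 nm.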
# Active calls of the source: *; ? = inconclusive; & = joins results of further samples; [ ] = another dose, or the depositor's remark. The call rests on the fitted dose curve; in most records, active means well fitted curve in the direction sought with a large enough effect; inconclusive means small, poorly fitted or top-dose-only effect, or another doubt; inactive means no such curve, though single readings can be large; an effect the other way counts as inactive or inconclusive. Potency means the concentration at half of the fitted maximal effect.
SMILES,Epigenetic reg,GAA glycogen mod,Tau fluor cs
O=c1c2oc3ccccc3c2n(Cc2cccc(C(F)(F)F)c2)c(=O)n1Cc1ccc2c(c1)OCO2,3.9%,-15%[76.3 µM],-15%
COCCCNC(=O)c1oc2c(c1C)-c1nn(Cc3ccc(Cl)cc3)cc1CC2,0.0%,5%[76.3 µM],-24%
CCc1ccc(OCC(=O)Nc2cc(-c3ccc(C)cc3)no2)cc1,-1.9%,-10%[76.3 µM],-2%
Cc1oc(-c2cccc(Cl)c2)nc1Cn1c(SCc2ccc(F)cc2)nc2cccnc21,1.1%,-10%[76.3 µM],-16%
Cc1ccc(S(=O)(=O)c2c(O)cc(C)c(NS(=O)(=O)c3ccc(Cl)cc3)c2C)cc1,-1.1%,0%[76.3 µM],-29%
Cc1ccc2oc(-c3cc(NC(=O)c4ccco4)ccc3Cl)nc2c1,-1.6%,9%[76.3 µM],?
COc1ccc(N(Cc2cccs2)C(=O)COc2ccc(C(C)C)cc2)cc1,-2.2%,-16%[76.3 µM],-6%
COC(=O)c1ccc(Oc2nc3c(c(=O)n(C)c(=O)n3C)n2C(C)C)cc1,0.1%,-5%[76.3 µM],-5%
COc1ccc(C)cc1NC(=O)CN1C(=O)COc2ccc(S(=O)(=O)N3CCOCC3)cc21,2.7%,-5%[76.3 µM],-18%
Cc1ccc(-c2nnc(Nc3cccc(Cl)c3)c3ccccc23)cc1S(=O)(=O)N1CCOCC1,3.2%,-3%[76.3 µM],-29%
COc1cccc(/C=C/c2nc(C#N)c(NCCc3ccccc3)o2)c1,-0.1%,-15%[76.3 µM],-20%
COc1cccc(NC(=O)CSc2nc3ccc(NC(=O)c4ccco4)cc3s2)c1,-1.6%,-7%[76.3 µM],16µM*[quencher]
COc1ccc2cc3cc(C(=O)N4CCN(c5ccccc5F)CC4)oc3nc2c1,3.7%,15%[76.3 µM],?
O=C(COc1ccc([N+](=O)[O-])cc1)NCC1(N2CCOCC2)CCCCC1,3.2%,4%[76.3 µM],-13%
COc1ccc(-c2cc(C(F)(F)F)nc(SCC(=O)Nc3ccc(C(C)=O)cc3)n2)cc1,15%,2%[76.3 µM],?
COc1cc(NC(=O)Cn2nc(C(F)(F)F)c3c2CCCC3)c(OC)cc1Cl,-1.0%,11%[76.3 µM],-13%
Clc1ccc(Nc2nc(-c3ccccc3)c3cc(Cl)ccc3n2)cc1,2.1%,14%[76.3 µM],-22%
COc1cccc(CNC(=O)c2cc3c(=O)oc4ccc(C)cc4c3s2)c1,-1.1%,14%[76.3 µM],-7%
COc1ccc(-c2cc(C(=O)NCc3ccc(F)cc3)no2)cc1,-0.9%,15%[76.3 µM],-3%
CCOC(=O)c1nnc2c(-c3ccc(Cl)cc3)c(C)nn2c1C,-1.1%,-4%[76.3 µM],-26%

# Results in GAA glycogen mod (2 entries from above):
SMILES | GAA glycogen mod
Cc1ccc(-c2nnc(Nc3cccc(Cl)c3)c3ccccc23)cc1S(=O)(=O)N1CCOCC1 | -3%[76.3 µM]
Cc1ccc2oc(-c3cc(NC(=O)c4ccco4)ccc3Cl)nc2c1 | 9%[76.3 µM]

# (list continues)
SMILES,Epigenetic reg,GAA glycogen mod,Tau fluor cs
CCc1nnc(NC(=O)C(=O)c2cc(C)n(-c3ccccc3)c2C)s1,0.0%,-3%[76.3 µM],-10%
O=S(=O)(c1ccc(Br)cc1)c1nc(-c2cccs2)oc1SCc1ccccc1F,-0.7%,-7%[76.3 µM],?
Cc1ccc(NC(=O)Cn2c(=O)n(CCc3ccccc3)c(=O)c3c4c(sc32)CCCC4)c(C)c1,-0.9%,12%[76.3 µM],-5%
CCC(C)n1c(=N)c(C(=O)NC2CCCCC2)cc2c(=O)n3ccccc3nc21 (centres undefined),-1.5%,0%[76.3 µM],-10%
CCOc1cccc(C(=O)Nc2c(C(=O)c3ccc(OC)cc3)oc3ccccc23)c1,-1.0%,4%[76.3 µM],?
COc1ccccc1CNS(=O)(=O)c1c(C)nc2sc(C)cn2c1=O,2.5%,13%[76.3 µM],-14%
COc1cc(Cl)c(C)cc1Nc1c2c(nc3ccccc13)CCC2,0.4%,11%[76.3 µM],?
CCc1ccc(NC(=O)CCc2c(C)nc3nc(-c4cc(OC)cc(OC)c4)nn3c2C)cc1,2.9%,?,-17%
COc1cccc(N2CCN(C(=O)C3CCCN(S(=O)(=O)c4cccc5nsnc45)C3)CC2)c1 (centres undefined),0.3%,9%[76.3 µM],-22%
CCOc1ccc(CNCc2c(C(=O)O)c(C)n(Cc3c(F)cccc3Cl)c2C)cc1OC,-3.2%,4%[76.3 µM],7%
COc1ccc(-c2cc3nc(C4CCN(C(=O)OC(C)(C)C)CC4)c(C(=O)Nc4cc(C)cc(C)c4)cn3n2)cc1,-1.6%,2%[76.3 µM],-7%
Cc1ccccc1C(=O)n1nc(-c2ccco2)nc1NCc1cccs1,-1.9%,7%[76.3 µM],?
FC(F)(F)c1ccc(C2=Nc3ccccc3NC(c3cccs3)=N2)cc1,-2.5%,-9%[76.3 µM],-22%
Cc1ccc(S(=O)(=O)N2CCN(Cc3ccc4c(c3)OCO4)CC2)cc1,-0.8%,-2%[76.3 µM],-3%
CCCS(=O)(=O)Nc1cc2c(cc1NCc1ccccc1)n(C)c(=O)n2C,-2.9%,?,?
COc1ccc(CNC(=O)CN(c2ccc(C)cc2)S(=O)(=O)c2c(C)noc2C)cc1,-0.1%,-7%&14%[76.3 µM],-7%
COc1ccc(OC)c(NC(=O)Cn2c(=O)cc(C)c3c(C)nn(-c4cccc(Cl)c4C)c32)c1,-2.8%,-2%[76.3 µM],-9%
CCNC(=O)c1ccc(-n2c(-c3ccccc3)cc3c2CCCCC3)cc1,0.8%,8%[76.3 µM],?
COc1ccccc1NC(=O)Cn1c(=O)n(Cc2ccco2)c(=O)c2cccnc21,0.0%,11%[76.3 µM],-16%
CCc1nn2c(=O)c(S(=O)(=O)Nc3ccc(Br)cc3F)c(C)nc2s1,0.6%,11%[76.3 µM],-10%
CC(=O)N1c2c(cc(Br)cc2S(=O)(=O)Nc2ccccc2C)CC1C (centres undefined),0.4%,0%[76.3 µM],-11%
COc1cccc(NC(=O)N(Cc2cn(C)c3ccccc23)C2CCCCCC2)c1,2.3%,5%[76.3 µM],-23%
O=C(NCc1cccc(Cl)c1)NCc1noc2ccccc12,1.7%,?,-20%
CCc1ccc(NC(=O)CCn2c(=O)c3cccn3c3ccccc32)cc1,1.4%,-18%&-6%[76.3 µM],-15%
CCc1ccc2oc(C(=O)N(Cc3ccc(N(C)C)cc3)Cc3ccco3)c(C)c2c1,-1.9%,-18%[76.3 µM],?
Cc1cccc(C(=O)Nc2sc3c(c2C(=O)Nc2ccccc2)CCC3)c1,-1.6%,-8%[76.3 µM],-8%
CC(=O)Nc1ccc(S(=O)(=O)N2CCC(c3nnc(-c4ccc(C)cc4)o3)CC2)cc1,3.9%,-12%&-26%[76.3 µM],?
COCCCNC(=O)c1[nH]c2ccccc2c1Sc1ccc(C)cc1,-3.2%,-5%[76.3 µM],-6%
Cc1ccc(-c2nnc(SCc3cccc(C#N)c3)o2)cc1,0.0%,-5%[76.3 µM],-22%
CN1C(=O)c2cccc3c(S(=O)(=O)Nc4cccc(C(=O)O)c4)ccc1c23,0.0%,-9%[76.3 µM],6%

# Quoted at random: 7 entries already listed, in no set order.
SMILES,Epigenetic reg,GAA glycogen mod,Tau fluor cs
COCCCNC(=O)c1oc2c(c1C)-c1nn(Cc3ccc(Cl)cc3)cc1CC2,0.0%,5%[76.3 µM],-24%
COc1cc(Cl)c(C)cc1Nc1c2c(nc3ccccc13)CCC2,0.4%,11%[76.3 µM],?
COc1ccccc1NC(=O)Cn1c(=O)n(Cc2ccco2)c(=O)c2cccnc21,0.0%,11%[76.3 µM],-16%
COc1cccc(CNC(=O)c2cc3c(=O)oc4ccc(C)cc4c3s2)c1,-1.1%,14%[76.3 µM],-7%
Cc1ccc(S(=O)(=O)c2c(O)cc(C)c(NS(=O)(=O)c3ccc(Cl)cc3)c2C)cc1,-1.1%,0%[76.3 µM],-29%
O=C(NCc1cccc(Cl)c1)NCc1noc2ccccc12,1.7%,?,-20%
COCCCNC(=O)c1[nH]c2ccccc2c1Sc1ccc(C)cc1,-3.2%,-5%[76.3 µM],-6%

# The listing continues.
SMILES,Epigenetic reg,GAA glycogen mod,Tau fluor cs
CN(C1CCCCC1)S(=O)(=O)c1ccc2c(c1)c(=O)c(C(=O)N1CCN(c3ccccc3)CC1)cn2C,1.5%,15%[76.3 µM],-9%
COc1ccc2oc(-c3ccc(C)c(NC(=O)c4sc5ccccc5c4Cl)c3)nc2c1,-0.2%,-3%[76.3 µM],-11%
O=C(Nc1cccc(NC(=O)c2ccccc2Cl)c1)c1cccc(Br)c1,-1.6%,-5%[76.3 µM],-2%
CCOC(=O)C1=C(CN2CCCCC2)NC(=O)NC1c1ccc(OC)cc1 (centres undefined),-0.4%,-3%[76.3 µM],-1%
Cn1c(Oc2cccc(Cl)c2)nc2c1c(=O)n(Cc1ccccc1Cl)c(=O)n2C,-1.6%,2%[76.3 µM],-10%
Cc1ccccc1C(=O)NC(=O)Nc1ccc(-n2nc(C(F)(F)F)cc2C(F)(F)F)cc1,0.8%,5%[76.3 µM],-7%
CCCCNC(=O)CCCN1C(=O)c2ccccc2Sc2ncccc21,-0.4%,9%[76.3 µM],-9%
Cc1ccc(-c2nc(NC(=O)CSc3ncnc4sc5c(c34)CCC(C)C5)ns2)cc1 (centres undefined),-1.0%,-2%[76.3 µM],-4%
COc1ccc(Cc2nc3ccccc3n2Cc2ccccc2F)cc1,-2.5%,7%[76.3 µM],-13%
Cc1cc(S(=O)(=O)Nc2ccc(C(=O)O)cc2)c(C)c(S(=O)(=O)c2ccc(Cl)cc2)c1,-0.8%,-17%[76.3 µM],-13%
CC(=O)N1CCc2cc(S(=O)(=O)NC(Cc3ccccc3)C(=O)NCc3ccccc3Cl)ccc21 (centres undefined),0.2%,13%[76.3 µM],-20%
COc1ccccc1Nc1cc(C(=O)NCCCN(C)C2CCCCC2)c2ccccc2n1,9.8%,0%[76.3 µM],?
COc1ccc(CCn2c(=O)c3cccnc3n(CC(=O)Nc3cccc(C)c3)c2=O)cc1OC,4.1%,-9%[76.3 µM],-17%
NC(=O)Cn1c(=O)n(CCCCCC(=O)NCc2ccccc2)c(=O)c2sccc21,-0.9%,1%[76.3 µM],-5%
O=C(CCCCn1c(=O)c2ccccc2n(Cc2ccccc2Cl)c1=O)NCCc1ccccc1,0.9%,0%[76.3 µM],-5%
COc1cc(C(=O)NCc2nc(-c3ccc(Cl)cc3)no2)cc(OC)c1OC,0.8%,20%[76.3 µM],-20%
CCCOC(=O)c1c(NC(=O)C2c3ccccc3Oc3ccccc32)sc2c1CCCC2,-0.1%,7%[76.3 µM],-11%
CCn1cc(C(=O)N2CCN(c3cccc(C)c3)C(C)C2)c(=O)c2cc(S(=O)(=O)N3CCOCC3)ccc21 (centres undefined),1.0%,14%[76.3 µM],-6%
COc1ccc(Cl)cc1NC(=O)C1CCN(c2ncnc3c2nc2n3CCCCC2)CC1,-1.2%,0%[76.3 µM],-11%
CCc1ccc(CNCc2c(C(=O)O)c(C)n(Cc3c(F)cccc3Cl)c2C)cc1,-2.1%,-15%[76.3 µM],1%
CCOC(=O)C(Cc1ccccc1)NC(=O)Cn1nnc(-c2ccc(C)cc2)n1 (centres undefined),-1.1%,6%[76.3 µM],-20%
COc1ccc(S(=O)(=O)NCCc2cc3ccc(C)c(C)c3[nH]c2=O)cc1,0.0%,-3%,-5%
CCN(C(=O)Cn1nnc2sc(-c3ccccc3)cc2c1=O)c1cccc(C)c1,-1.6%,10%[76.3 µM],-19%
CCc1ccccc1NC(=O)CC(C)S(=O)(=O)c1ccc2c(c1)NC(=O)CO2 (centres undefined),-1.2%,7%[76.3 µM],2%
Cc1cccc(C(=O)Nc2cccc(OCc3cc(=O)n4c(C)csc4n3)c2)c1,?,7%[76.3 µM],-24%
CCOc1ccccc1CNC(=O)CN1C(=O)CCCc2ccccc21,-1.2%,-1%[76.3 µM],-7%
CC(=O)Nc1ccccc1-c1nc2ccccc2n(CC(=O)Nc2cccc(C)c2C)c1=O,-1.7%,4%[76.3 µM],9%
CCOc1ccccc1NC(=O)c1ccc2oc(=O)c(S(=O)(=O)c3ccc(F)cc3)cc2c1,0.0%,-13%[76.3 µM],-6%
COc1ccc2[nH]c(=O)c(CN(C(=O)c3cccc(Cl)c3)c3cccc(C)c3)cc2c1,12%,-3%[76.3 µM],-8%

# Assay outcomes from PubChem.

# Not all compounds are listed; rates above refer to the full screens.
